Screens deposited in PubChem by several laboratories.
GPR55 beta-arrestin: selective activators of receptor GPR55 – imaging, U2OS cells, beta-arrestin-GFP redistribution, primary screen (AID 1961) | one-dose activation, % at 10 µM; EC50 in µM for titrated hits | U2OS GPR55 beta-arrestin-GFP redistribution imaging; higher % means a stronger effect | 290,000 tested, 0.048% active;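 active = activation above 40% with more than 50 cells counted in the well; inconclusive = wells holding fewer than 50 cells, flagged as toxic or sparse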;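 note: U2OS osteosarcoma cells stably expressing GPR55 and beta-arrestin-GFP; plate controls were DMSO negative control for no effect and LPI positive control for full effect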
NTR1 ag: NTR1-driven beta-arrestin-GFP spot formation – imaging, U2OS cells, high content, primary screen (AID 493036); agonist mode; activation, % at 20 µM; P30989; 330,000 tested, 0.17% active;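 active = activation at or above 40% of the spot to cytoplasm intensity ratio, with at least 20 cells analyzed; inconclusive = wells under 20 cells, flagged as cytotoxic or low count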;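 note: 0% = DMSO without peptide and 100% = 100 nM NTR1 peptide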
Target sequence (P30989 whole entry, looked up): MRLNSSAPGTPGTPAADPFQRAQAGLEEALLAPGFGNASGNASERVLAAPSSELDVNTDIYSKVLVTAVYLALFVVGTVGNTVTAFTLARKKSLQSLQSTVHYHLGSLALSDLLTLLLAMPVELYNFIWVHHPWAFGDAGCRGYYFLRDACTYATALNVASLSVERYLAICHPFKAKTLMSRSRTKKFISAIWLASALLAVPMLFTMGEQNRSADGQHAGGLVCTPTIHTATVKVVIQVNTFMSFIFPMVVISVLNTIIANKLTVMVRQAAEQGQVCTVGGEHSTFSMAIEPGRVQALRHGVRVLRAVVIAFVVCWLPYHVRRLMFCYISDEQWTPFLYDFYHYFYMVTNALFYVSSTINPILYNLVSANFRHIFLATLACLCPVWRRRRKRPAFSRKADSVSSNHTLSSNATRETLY
GPR35 arrestin U2OS: inhibition of zaprinast-stimulated GPR35 beta-arrestin translocation – imaging, U2OS, beta-arrestin-GFP, zaprinast agonist, primary screen (AID 2058); U2OS GPR35 beta-arrestin-GFP translocation imaging, zaprinast antagonism; higher % means a stronger effect; one-dose inhibition, % at 10 µM; IC50 in µM for titrated hits; 290,000 tested, 0.052% active;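 active = inhibition of at least 50% with at least 30 cells and total cytoplasm GFP at most 10,000,000; inconclusive = under 30 cells or total GFP of 10,000,000 plus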
Rac1 GTP hydrolysis: MgcRacGAP GTPase-activating activity inhibitors, confirmation, biochemical, ADP Hunter fluorescence; MgcRacGAP-stimulated Rac1 GTP hydrolysis, ADP Hunter fluorescence; higher % means a stronger effect; GST-tagged Rac1 F28L mutant substrate; inhibition, % at 30 µM; hits with a dose series show IC50 in µM; 340,000 tested, 0.6% active; AID 624330;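 active = first-screen hits whose inhibition reached a set limit at any dose in the follow-up dose series; inconclusive = inhibition above the set first-screen limit but never retested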;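 note: fluorescence reports GDP produced by GAP-driven GTP hydrolysis; strong numbers were not always called active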
Large T inhibition: TAg ATPase/helicase activity blockers – biochemical (AID 1903). SV40 large T antigen ATPase/helicase inhibition assay; higher % means a stronger effect. inhibition, % at 20 µM, or IC50 in µM where a hit was titrated. 310,000 tested, 0.39% active; in the data active = a potency from the dose series; inconclusive = inhibition mostly from about 32% at the one dose, without a potency; inactive = the rest, 99 in 100 with inhibition below about 32%; note: strong numbers were not always called active
T cell modulator: modulates CD8 T cell binding to vesicles; 2C CD8+ T cell-vesicle binding, flow cytometry; hits give low values; calls only at 7 µM; 330,000 tested, 0.068% active; AID 2052;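 active = response, share of CD8 T cells binding vesicles, and their 90th percentile fluorescence all below set limits, cut at about 80% in these data, passing the limit was not always enough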
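Assay system: 2C TCR transgenic mouse naive CD8+ T cells, MACS-purified | Read-out: CD8+ gate FL2 mean fluorescence as % of same-row positive control | Signal: High-throughput flow cytometry with anti-B7-1 and anti-CD8 staining | Timing: Binding step 1.5 h, 37 °C, antibody labelling 20 min, ice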
Hep lipid drop: hepatic lipid droplet formation modulation; 240,000 tested, 0.4% active; AID 1656; AML12 mouse hepatocytes, oleate lipid droplets, BODIPY imaging; inhibition, % at 6.5 µM;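 active = lipid droplet intensity inhibited by at least 50%, with more than 500 cells counted; inconclusive = wells with under 300 cells, treated as cytotoxic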
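Test system: AML12 mouse liver cells; schedule: overnight exposure; technique: high-content imaging of BODIPY-stained droplets and DAPI nuclei; read-out: % inhibition of corrected integrated BODIPY droplet signal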
GPR55 antagonists: GPR55 antagonists blocking LPI-driven arrestin recruitment, primary screen, imaging, U2OS, beta-arrestin-GFP, LPI agonist (AID 2013); U2OS GPR55 beta-arrestin-GFP translocation imaging, LPI antagonism; higher % means a stronger effect; one-dose inhibition, % at 10 µM; IC50 in µM for titrated hits; 290,000 tested, 0.13% active;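 active = spots per cell inhibited over 60%, with over 100 cells counted and total cytoplasm intensity under 500,000; inconclusive = wells with under 100 cells, flagged as likely toxic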;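 note: U2OS cells stably carrying GPR55 and arrestin-GFP stimulated by 5 µM LPI near EC80; imaged beta-arrestin-GFP aggregate spots per cell after agonist stimulation; plate controls were LPI-stimulated DMSO wells for no effect and DMSO wells without LPI for full effect; some results filed as inactive read as strong as hits; confirmed hits need IC50 under 10 µM and bright autofluorescent wells are also inconclusive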
LYP inhibition: PTPN22 lymphoid phosphatase activity blockers – biochemical, fluorescence intensity, uHTS (AID 1779); recombinant LYP phosphatase, fluorescence intensity; higher % means a stronger effect; 290,000 tested, 0.054% active; inhibition, % at 11.5 µM; hits with a dose series show IC50 in µM; in the data active = inhibition above about 50%;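 note: plate controls were vehicle with enzyme for no effect and no enzyme for full effect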
Hep lipid drop cells 6.5 µM: also measured in Hep lipid drop; calls as there; cell count; measured here: cell count, cytotoxicity flag;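 cells counted across two imaged fields per well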
T cell modulator vesicle-bound %: also measured in T cell modulator; calls as there; double positive events, %; measured here: CD8+ vesicle-bound cell fraction;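 binding gate set so that unloaded-vesicle control wells show 10% double positive cells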
NTR1 ag cell count 20 µM: further read-out of NTR1 ag, marked with its call; cell count; measured here: cell count, cytotoxicity flag
Starred values were filed as active, the others as inactive; i = inactive; ? = inconclusive; nt = no result given; & = joins results of further samples.

SMILES	GPR55 beta-arrestin	NTR1 ag	NTR1 ag cell count 20 µM	GPR35 arrestin U2OS	Rac1 GTP hydrolysis	Large T inhibition	T cell modulator	T cell modulator vesicle-bound %	Hep lipid drop	Hep lipid drop cells 6.5 µM	GPR55 antagonists	LYP inhibition
COc1cc2c(cc1NC(=O)C(C)Sc1ccc(NC(C)=O)cc1)oc1ccccc12 (stereo not given)	0.81µM*	5.1	49	-1%	12%	-9%	i	28	34	639	12%	0%
COc1cccc(-c2cc(C(=O)Nc3cc(OC)c(OC)c(OC)c3)no2)c1	-0.2%	7.3	73	-3%	7%	18%	i	9	-16	632	1%	-5%
CCOC(=O)N1CCN(S(=O)(=O)c2cccc3ccc(C)nc23)CC1	0.2%	-0.6	48	3%	6%	-5%	i	51	-12	727	11%	-6%
O=S(=O)(NCC(c1cccnc1)N1CCN(Cc2ccccc2)CC1)c1cc(F)ccc1F (stereo not given)	0.3%	0.6	58	-11%	7%	7%	i	12	-3	689	12%	-13%
Cc1ccc(S(=O)(=O)N(C)C)cc1NC(=O)c1cccs1	0.0%	-0.8	45	5%	nt	3%	i	20	18	667	2%	-3%
O=C(CCl)NCc1c(Cl)cccc1-n1cccc1	-0.1%	-0.1	60	-4%	-1%	-7%	i	4	nt	nt	-17%	-8%
COc1ccc(C2N(c3ccc(OC)cc3)C(=O)C3CCCN32)cc1 (stereo not given)	-0.2%	-1.0	60	2%	-2%	0%	i	63	nt	nt	-20%	2%
COc1ccc(OC)c(C2=Nn3c(nnc3C3CCCCC3)SC2)c1	2.2%	5.5	94	-7%	5%	7%	i	24	-5	766	5%	5%
CCCn1nc2cc(C(=O)NC3CCCc4ccccc43)ccc2c1OCC (stereo not given)	0.0%	-4.2	86	15%	9%	8%	i	21	nt	nt	27%	-9%
O=C(/C=C/c1ccc(Cl)cc1Cl)NC(=S)Nc1ccccn1	-0.1%	1.3	59	-7%	4%	-4%	i	25	nt	nt	21%	0%
Cc1nc(SCC(=O)NCCc2ccc(Cl)cc2)nc(C)c1C	-0.1%	-0.1	49	20%	6%	22%	i	12	nt	nt	15%	-5%
O=C(c1ccc(-c2cc(Cl)ccc2Cl)o1)N1CCOCC1	-0.2%	-0.1	62	11%	6%	18%	i	26	5	707	-8%	-5%
O=C1CC(N2C(=O)/C(=C/C=C/c3ccccc3)SC2=S)C(=O)N1c1ccccc1 (stereo not given)	0.5%	-1.0	41	-4%	2%	12%	i	28	3	665	4%	2%
N#CC1=C(N)Oc2cc(N)ccc2C1c1cccnc1 (stereo not given)	-0.2%	1.1	49	-4%	-2%	9%	i	35	-24	717	-1%	-1%
COc1ccc(NCC(=O)N/N=C/c2c(C)nn(Cc3ccccc3)c2Cl)cc1	0.4%	-1.4	35	-8%	17%	23%	i	46	-31	547	11%	-2%
CCOc1cc(CNC2CCCC2)cc(Cl)c1OCc1ccccc1	-0.1%	6.4	48	9%	13%	-2%	i	32	nt	nt	37%	-5%
CC1CCc2sc(NC(=O)C3CC(Cl)=CCC3C(=O)O)c(C#N)c2C1 (stereo not given)	-0.1%	2.3	86	-6%	nt	15%	i	46	1	718	-10%	1%
CN(C)c1c(F)cc(-c2nn[nH]n2)cc1F	0.0%	0.2	54	4%	-5%	10%	i	37	11	718	-6%	-4%
O=C(Cc1cccc(C(F)(F)F)c1)NCC(c1ccco1)N1CCCCC1 (stereo not given)	0.6%	1.2	64	-5%	0%	12%	i	46	-11	686	8%	-5%
O=C1CN(c2nc(-c3ccccc3)c3cc(Br)ccc3n2)c2ccccc2N1	-0.1%	2.5	87	-6%	nt	-4%	i	21	nt	nt	-2%	-3%
Clc1ccc(C(c2ccccc2)N2CCNCC2)cc1 (stereo not given)	-0.1%	0.9	82	-5%	3%	12%	i	43	nt	nt	20%	-12%
O=C(Nc1ccccc1C(=O)Nc1ccc(Br)cn1)c1cccc([N+](=O)[O-])c1	-0.1%	1.8	62	2%	-14%	3%	i	65	-5	803	5%	-4%
CCO[C@H]1OC(C(=O)NCc2ccccc2)=C[C@@H](c2ccc3c(c2)OCO3)[C@@H]1CCCO	0.1%	-2.0	105	-12%	-20%	-1%	i	16	-2	658	2%	-6%
CC(C)(NS(=O)(=O)OCC(Cl)(Cl)Cl)c1ccccc1	0.0%	0.6	72	11%	6%	20%	i	42	2	787	-11%	-6%
COc1ccc(NCc2nnc(SCC#N)n2-c2ccccc2OC)cc1	-0.2%	3.2	78	-7%	24%	?	i	13	nt	nt	7%	-10%
COc1ccc(O)c(/C=N/NC(=S)Nc2cccc(S(=O)(=O)N(C)C)c2)c1	-0.3%	nt	nt	-15%	9%	10%	i	18	-14	625	-2%	7%
COc1ccc(C(C(=O)NC2CCCCC2)N(Cc2ccco2)C(=O)c2snc(C(N)=O)c2N)cc1 (stereo not given)	-0.1%	-0.4	61	11%	2%	nt	nt	nt	1	786	9%	-8%
Cc1nn(-c2ccccc2)c(Cl)c1C(=O)NCCN(C)C	0.2%	-1.6	36	-8%	5%	-1%	i	33	-9	689	-8%	-6%
Cc1c(Cl)c(C(F)(F)F)nn1CC(=O)NCc1ccco1	0.0%	2.7	39	3%	0%	0%	i	46	-2	726	6%	-6%
O=C(Nc1ccccc1C(F)(F)F)c1cc(S(=O)(=O)N2CCC3(CC2)OCCO3)ccc1F	-0.1%	2.9	63	23%	0%	13%	nt	nt	nt	nt	-4%	-2%
COc1cccc(C(=O)Nc2ccncc2)c1OC	-0.1%	0.6	45	2%	3%	6%	i	48	-12	816	20%	-7%
CCOC(=O)[C@@H]1[C@H]2COc3ccc(Br)cc3[C@H]2N2C(=O)N(c3cccc(F)c3)C(=O)[C@]12C	0.4%	9.0	81	-9%	4%	18%	i	22	-10	802	2%	-9%
O=C(c1ccc(COc2ccccc2Cl)o1)N1CCN(Cc2ccc3c(c2)OCO3)CC1	0.3%&-0.1%	2.4&-0.4	57&31	1%&19%	7%&4%	4%&0%	i	33&63	-20	629	-1%&-1%	-7%&-4%
CCC(C)NC(=O)Cn1c(=O)n(CCCCCC(=O)Nc2ccccc2)c(=O)c2sccc21 (stereo not given)	-0.3%	1.5	72	-7%	6%	6%	i	40	-8	706	9%	-3%
c1ccc(Cn2ncc3c(N4CCCCC4)ncnc32)cc1	0.2%	-0.7	46	0%	5%	-2%	i	41	nt	nt	12%	-9%
CCCCC(=O)Nc1nc2c(s1)COc1ccccc1-2	-0.1%	6.3	46	-12%	8%	5%	i	30	-1	713	-1%	-6%
CC(C)(CO)NC(=O)C(c1ccccc1)c1ccccc1	0.2%	1.3	49	1%	5%	3%	i	42	-3	707	2%	-1%
CCN1CCCC1CNCC(=O)Nc1ccc(OC(F)(F)F)cc1 (stereo not given)	0.0%	1.3	59	4%	115µM*	-8%	i	24	-1	720	7%	-10%
CCCCOc1ccc(Cl)cc1CSc1n[nH]c(C)n1	-0.2%	1.3	56	-2%	7%	3%	i	19	nt	nt	-6%	5%
CC(CC(=O)N1CCN(C(=O)c2ccccc2)CC1)c1ccccc1 (stereo not given)	-0.3%	0.1	101	-2%	nt	2%	i	59	0	816	5%	-4%
COc1ccc(NC(=O)CSc2nc3[nH]ncc3c(=O)[nH]2)cc1OC	nt	0.5	65	nt	3%	7%	i	46	nt	nt	nt	nt
CC(=O)Nc1ccc(NC(=O)C(C)OC(=O)c2ccc(C)s2)cc1 (stereo not given)	0.1%	-1.0	33	-8%	-2%	1%	i	46	6	658	-2%	6%
O=C(CSc1nc2ccccc2[nH]1)NC1CCS(=O)(=O)C1 (stereo not given)	-0.1%	1.2	53	21%	1%	22%	i	36	16	740	-1%	-12%
CC(=O)c1ccc(N2CCN(C(=O)CCS(=O)(=O)c3ccc4c(c3)NC(=O)CS4)CC2)cc1	0.0%	0.7	71	10%	6%	10%	i	22	-32	714	40%	-9%
O=C(CN1C(=O)NC2(CCCC2)C1=O)NNC(=O)c1ccc(Br)cc1	nt	0.7	49	nt	1%	4%	i	30	nt	nt	nt	nt
Cc1ccc(-c2nc(SCC(=O)NCC3CCCO3)c(-c3ccccc3)[nH]2)cc1 (stereo not given)	-0.2%	-2.4	53	11%	5%	3%	i	8	-2	776	9%	1%
C[C@@H]1NC(=O)c2cc([N+](=O)[O-])cc(F)c2NCCC[C@@H](C(N)=O)NC(=O)[C@H](CC(N)=O)NC1=O	-0.1%	8.3	61	-8%	5%	6%	i	29	-2	710	1%	-3%
CC(=O)c1c(C)[nH]c(C(=O)Nc2cccc(C)n2)c1C	0.6%	3.4	57	-11%	-4%	-4%	i	59	2	681	-10%	-5%
COc1ccccc1C1C(C(=O)c2sc(C)nc2C)=C(O)C(=O)N1CCN1CCOCC1 (stereo not given)	-0.2%	-0.7	40	12%	7%	8%	i	48	nt	nt	0%	-2%
COc1ccc(S(=O)(=O)NC(C)C(=O)Nc2ccccc2F)cc1 (stereo not given)	-0.2%	0.6	66	-9%	7%	10%	i	24	nt	nt	12%	-11%
Cc1ccc(S(=O)(=O)c2cccc(S(=O)(=O)N3CCCC3)c2)cc1S(=O)(=O)N1CCCC1	0.7%	-2.6	95	15%	0%	9%	i	27	nt	nt	7%	-1%
Cc1ccc(S(=O)(=O)N(CC(=O)Nc2cccc([N+](=O)[O-])c2)C2CCCCC2)cc1	0.3%	3.9	54	0%	0%	-1%	i	17	nt	nt	8%	0%
CCOCCn1c(SCC)nc2c1c(=O)[nH]c(=O)n2C	-0.3%	-1.6	80	11%	11%	-1%	i	7	14	793	3%	-5%
C=CCN1C(=O)C(Cc2ccc(Br)cc2)S/C1=N\N=C\c1ccco1 (stereo not given)	-0.1%	7.1	84	-3%	0%	1%	i	11	nt	nt	12%	1%
Nc1nc(-c2ccc(Cl)cc2)nc(-c2ccc(Cl)cc2)n1	0.0%	2.9	50	10%	-1%	3%	i	26	-1	611	4%	-2%
